Screening data deposited in PubChem BioAssay by Broad Institute.
GSK3 alpha inh – blocks human GSK-3 alpha kinase | 0.1% of 320,000 active | inhibition, % at 10 µM | AID 2650 | ADP-Glo luminescence, 60 min;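 in the data active = inhibition above about 50%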;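 also: GST-tagged GSK-3 alpha with peptide substrate and 25 µM ATP; 0% = DMSO neutral wells and 100% = GW8510 positive control wells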
Target sequence (P49840 whole entry, looked up): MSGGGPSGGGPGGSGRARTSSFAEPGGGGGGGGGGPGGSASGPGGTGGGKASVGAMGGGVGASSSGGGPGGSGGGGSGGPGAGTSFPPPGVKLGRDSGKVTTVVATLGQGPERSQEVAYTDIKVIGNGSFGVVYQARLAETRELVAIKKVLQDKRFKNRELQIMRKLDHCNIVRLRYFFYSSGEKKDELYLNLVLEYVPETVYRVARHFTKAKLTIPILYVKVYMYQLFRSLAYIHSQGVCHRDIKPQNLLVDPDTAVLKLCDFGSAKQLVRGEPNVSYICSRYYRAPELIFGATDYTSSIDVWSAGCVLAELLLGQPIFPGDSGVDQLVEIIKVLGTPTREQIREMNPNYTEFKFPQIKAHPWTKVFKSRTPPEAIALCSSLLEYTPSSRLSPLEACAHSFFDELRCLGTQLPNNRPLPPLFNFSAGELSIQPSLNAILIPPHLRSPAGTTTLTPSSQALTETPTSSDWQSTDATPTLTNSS
Starred values were filed as active, the others as inactive. The list is partial; the hit share may differ from the screen's.

Screening Nc1c(C(=O)OCC(=O)Nc2ccc(OC(F)F)cc2)[nH]c(=O)[nH]c1=O returned GSK3 alpha inh -3.6.
Screening O=C(COC(=O)CCC(=O)c1ccc(Cl)cc1)NCc1ccc(F)cc1 returned GSK3 alpha inh 0.0.
`O=C(COc1ccccc1)Nc1cc(S(=O)(=O)N2CCOCC2)ccc1N1CCCC1` gave GSK3 alpha inh 3.7.
Cc1ccsc1CN(C)CC(=O)NCC(=O)Nc1ccc(F)c(F)c1F was read as GSK3 alpha inh -1.7.
CN1C(=O)[C@H]2[C@@H](/C=C/c3ccccc3)N3C(=O)CN(Cc4ccccn4)C(=O)[C@@]3(Cc3ccccc3)[C@H]2C1=O was read as GSK3 alpha inh -1.8.
`COc1ccc2nc3n(c(=O)c2c1)-c1cc(C)ccc1C(=O)NC3Cc1ccc(O)cc1` (stereo not given) gave GSK3 alpha inh -4.0.
COc1ccccc1NCC(=O)NN=C1CCS(=O)(=O)c2ccc(F)cc21 was read as GSK3 alpha inh 1.2.
`N#CCCN1CCN(S(=O)(=O)c2ccc3c(c2)CCC3)CC1` gave GSK3 alpha inh 0.1.
`CC1(C)C(=O)Nc2ccccc2N1C(=O)COC(=O)c1cccs1` gave GSK3 alpha inh -1.1.
Screening CC1(C)Cc2cccc(OCC(=O)Nc3cc(S(C)(=O)=O)ccc3Cl)c2O1 returned GSK3 alpha inh 4.8.
Screening Cc1ccc(S(=O)(=O)N(C)C)cc1NC(=O)C(C)OC(=O)c1cc[n+]([O-])cc1 (stereo not given) returned GSK3 alpha inh -1.7.
For Cc1cc(C)cc(OCC(=O)OCC(=O)Nc2cc(S(=O)(=O)N3CCOCC3)ccc2Cl)c1 the results were GSK3 alpha inh 1.3.
`Cc1cc(Cl)ccc1OCC(=O)Nc1cccc(S(=O)(=O)N2CCCC2)c1` gave GSK3 alpha inh -0.6.
Screening COC(=O)c1c(C)[nH]c(C(=O)COC(=O)CCNS(=O)(=O)c2cccc(C(F)(F)F)c2)c1C returned GSK3 alpha inh -1.3.
Screening COc1ccc(Cl)cc1NCC(=O)Nc1ccc(OC)c(S(=O)(=O)N2CCCCC2)c1 returned GSK3 alpha inh 1.7.
`COc1ccc(S(=O)(=O)N2CCCCC2)cc1NC(=O)CCOc1cc(C)ccc1C` gave GSK3 alpha inh -0.9.
For O=C(Nc1cc(Cl)ccc1N1CCOCC1)c1ccncc1 the results were GSK3 alpha inh 11.1.
`O=C(COC(=O)[C@H](Cc1ccccc1)NC(=O)c1ccco1)Nc1ccccc1OC(F)F` gave GSK3 alpha inh -0.5.
Screening Cc1ccc(NC(=O)C/C(N)=N/OC(=O)Nc2cccc(C)c2)cc1 returned GSK3 alpha inh -3.9.
Screening O=C1C=C(c2ccc(C(=O)O)cc2)C[C@@H](c2ccc(Cl)cc2)C1 returned GSK3 alpha inh -5.0.

Reprinted from above (17 entries):
Cc1ccsc1CN(C)CC(=O)NCC(=O)Nc1ccc(F)c(F)c1F was read as GSK3 alpha inh -1.7.
CN1C(=O)[C@H]2[C@@H](/C=C/c3ccccc3)N3C(=O)CN(Cc4ccccn4)C(=O)[C@@]3(Cc3ccccc3)[C@H]2C1=O was read as GSK3 alpha inh -1.8.
`COc1ccc2nc3n(c(=O)c2c1)-c1cc(C)ccc1C(=O)NC3Cc1ccc(O)cc1` (stereo not given) gave GSK3 alpha inh -4.0.
COc1ccccc1NCC(=O)NN=C1CCS(=O)(=O)c2ccc(F)cc21 was read as GSK3 alpha inh 1.2.
`N#CCCN1CCN(S(=O)(=O)c2ccc3c(c2)CCC3)CC1` gave GSK3 alpha inh 0.1.
`CC1(C)C(=O)Nc2ccccc2N1C(=O)COC(=O)c1cccs1` gave GSK3 alpha inh -1.1.
Screening CC1(C)Cc2cccc(OCC(=O)Nc3cc(S(C)(=O)=O)ccc3Cl)c2O1 returned GSK3 alpha inh 4.8.
Screening Cc1ccc(S(=O)(=O)N(C)C)cc1NC(=O)C(C)OC(=O)c1cc[n+]([O-])cc1 (stereo not given) returned GSK3 alpha inh -1.7.
For Cc1cc(C)cc(OCC(=O)OCC(=O)Nc2cc(S(=O)(=O)N3CCOCC3)ccc2Cl)c1 the results were GSK3 alpha inh 1.3.
`Cc1cc(Cl)ccc1OCC(=O)Nc1cccc(S(=O)(=O)N2CCCC2)c1` gave GSK3 alpha inh -0.6.
Screening COC(=O)c1c(C)[nH]c(C(=O)COC(=O)CCNS(=O)(=O)c2cccc(C(F)(F)F)c2)c1C returned GSK3 alpha inh -1.3.
Screening COc1ccc(Cl)cc1NCC(=O)Nc1ccc(OC)c(S(=O)(=O)N2CCCCC2)c1 returned GSK3 alpha inh 1.7.
`COc1ccc(S(=O)(=O)N2CCCCC2)cc1NC(=O)CCOc1cc(C)ccc1C` gave GSK3 alpha inh -0.9.
For O=C(Nc1cc(Cl)ccc1N1CCOCC1)c1ccncc1 the results were GSK3 alpha inh 11.1.
`O=C(COC(=O)[C@H](Cc1ccccc1)NC(=O)c1ccco1)Nc1ccccc1OC(F)F` gave GSK3 alpha inh -0.5.
Screening Cc1ccc(NC(=O)C/C(N)=N/OC(=O)Nc2cccc(C)c2)cc1 returned GSK3 alpha inh -3.9.
Screening O=C1C=C(c2ccc(C(=O)O)cc2)C[C@@H](c2ccc(Cl)cc2)C1 returned GSK3 alpha inh -5.0.

(more compounds)
`O=C(COC(=O)COc1ccc(Br)cc1)NCc1ccc2c(c1)OCO2` gave GSK3 alpha inh 1.1.
Cc1cc(NC(=O)CN2C(=O)NC(CC(C)C)C2=O)no1 (stereo not given) was read as GSK3 alpha inh -1.4.
`O=C1NC(Cc2ccc(O)cc2)c2nc3cc(F)ccc3c(=O)n2-c2cc(Cl)ccc21` (stereo not given) gave GSK3 alpha inh 5.9.
CC(C)Cn1c(SCC(=O)O)nnc1-c1cccc(S(=O)(=O)N2CCOCC2)c1 was read as GSK3 alpha inh 0.0.
CN(c1ccccc1)S(=O)(=O)c1ccc(C(=O)N2CCN(c3ccccc3F)CC2)cc1 was read as GSK3 alpha inh -0.3.
For COCCn1c(SCC(=O)NC2CC2)nnc1-c1ccc(Cl)cc1 the results were GSK3 alpha inh -2.9.
For O=C(COc1cccc(Br)c1)Nc1ccc(N2CCOCC2)cc1N1CCOCC1 the results were GSK3 alpha inh 2.2.
Screening O=C(NCC(c1ccco1)N1CCCC1)c1cc(=O)[nH]c2ccccc12 (stereo not given) returned GSK3 alpha inh 1.3.
For CC(NC(=O)COC(=O)CNS(=O)(=O)/C=C/c1ccccc1)c1ccccc1 (stereo not given) the results were GSK3 alpha inh -1.7.
COc1ccc(C(=O)NC(C(=O)OCC(=O)Nc2sccc2C(N)=O)C(C)C)cc1 (stereo not given) was read as GSK3 alpha inh 10.6.
Screening Cc1ccc(C(=O)OCC(=O)N2CCCCCC2)cc1S(=O)(=O)N1CCOCC1 returned GSK3 alpha inh -2.0.
COc1ccccc1NS(=O)(=O)c1ccc(C(=O)NCCCN2CCCC2=O)cc1 was read as GSK3 alpha inh -0.4.
For CC(=O)Nc1ccc(C)cc1 the results were GSK3 alpha inh -3.2.
Screening O=C(NC1CCC(O)CC1)c1ccc(Br)o1 (stereo not given) returned GSK3 alpha inh -1.2.
For CN(Cc1nc2ccccc2c(=O)[nH]1)C(=O)c1ccccc1OCc1ccc(Cl)cc1 the results were GSK3 alpha inh -1.6.
For O=C(NCc1ccccn1)c1cccc(S(=O)(=O)Nc2ccccc2Cl)c1 the results were GSK3 alpha inh -1.6.
`O=C(COC(=O)CNC(=O)C1CCCCC1)Nc1ccccc1` gave GSK3 alpha inh 0.5.
For O=C1CSc2ccc(C(=O)NCc3ccccn3)cc2N1 the results were GSK3 alpha inh -5.0.
CCOc1ccc(NC(=O)COc2ccc(-n3cnnn3)cc2)cc1 was read as GSK3 alpha inh -4.9.
`NC(=O)C1CC(=O)N(c2ccc(OCC(=O)Nc3ccccc3F)cc2)C1` (stereo not given) gave GSK3 alpha inh -1.4.
For CC(C(=O)NC1CCCCC1)N1CCN(S(=O)(=O)c2cccs2)CC1 (stereo not given) the results were GSK3 alpha inh -3.2.
Screening Cc1nc(COc2ccc(C(=O)NCc3ccccc3CN3CCCCC3)cc2)cs1 returned GSK3 alpha inh -2.3.
For CN(c1ccc(-c2csc(NC(=O)C3CC(=O)N(Cc4ccco4)C3)n2)cc1)S(C)(=O)=O (stereo not given) the results were GSK3 alpha inh 0.2.
O=C(CSc1nccc(=O)[nH]1)NC1CCCCCCC1 was read as GSK3 alpha inh -0.8.
COc1cccc(CC(=O)OCC(=O)NNC(=O)c2ccc(Br)cc2)c1 was read as GSK3 alpha inh 2.2.
For O=C(Cn1[nH]c(=O)c2ccccc2c1=O)N1CCN(S(=O)(=O)c2ccc(Cl)cc2)CC1 the results were GSK3 alpha inh 0.7.
`COc1ccccc1NC(=O)COc1ccc(C(=O)NCc2ccccc2)cc1OC` gave GSK3 alpha inh 3.1.
For COc1ccc(NC(=O)CC2C(=O)Nc3ccccc3N2CC(=O)N2CCCC2)cc1 (stereo not given) the results were GSK3 alpha inh -1.0.
`COc1ccc(Cl)cc1NC(=O)COC(=O)Cc1cc(OC)c(OC)c(OC)c1` gave GSK3 alpha inh -2.0.
O=C(C[n+]1ccc(/C=N/O)cc1)NC(=O)Nc1ccccc1 was read as GSK3 alpha inh -7.1.
O=C(NNC(=O)C1CCN(C(=O)Nc2ccccc2)CC1)c1ccc([N+](=O)[O-])cc1 was read as GSK3 alpha inh 7.8.
`N#Cc1ccccc1OCC(=O)NCc1ccccc1CN1CCCC1` gave GSK3 alpha inh -0.8.
Cc1ccccc1-c1nnc(SCC(=O)N(C)C2CCS(=O)(=O)C2)n1C (stereo not given) was read as GSK3 alpha inh -3.8.
Cc1nc2ccc(NC(=O)[C@@H](NC(=O)c3c(F)cccc3F)C(C)C)cc2s1 was read as GSK3 alpha inh -1.0.
For CCOC(=O)c1ccoc1CN1CCN(S(=O)(=O)c2ccc(C)c(C)c2)CC1 the results were GSK3 alpha inh -3.6.
COc1ccc(/C=C/C(=O)OCC(=O)NC2CCCC(C)C2C)c(OC)c1 (stereo not given) was read as GSK3 alpha inh -2.0.
`C[C@H](NC(=O)c1ccco1)C(=O)NC1CCCCCC1` gave GSK3 alpha inh -2.7.
CC(NC(=O)C(C)N1CCN(S(=O)(=O)c2ccccc2)CC1)c1ccccc1 (stereo not given) was read as GSK3 alpha inh -1.9.
CC1CCCCN1C(=O)c1cccc(NC2=C(Cl)C(=O)N(Cc3ccccc3)C2=O)c1 (stereo not given) was read as GSK3 alpha inh -0.6.
`COc1ccccc1NC(=O)COC(=O)C1=NN(c2ccccc2)C(=O)CC1` gave GSK3 alpha inh 2.3.
O=C(Cn1nnc(-c2ccccc2Cl)n1)Nc1cccc(S(=O)(=O)N2CCCC2)c1 was read as GSK3 alpha inh -1.4.
CC(C)(C)C1CCC(C(=O)Nc2ccccc2N2CCOCC2)CC1 (stereo not given) was read as GSK3 alpha inh -1.9.
`COc1ccc(CC(=O)Nc2cc(S(=O)(=O)Nc3ccc(OC)cc3)ccc2OC)cc1` gave GSK3 alpha inh 5.4.
`Cc1ccc(NC(=O)COC(=O)c2nn(-c3ccc(Cl)cc3)cc2O)cc1` gave GSK3 alpha inh -1.0.
`CC(=O)N1CCN(CC(O)COc2ccc(S(=O)(=O)N3CCOCC3)cc2)CC1` (stereo not given) gave GSK3 alpha inh -2.5.
Screening CN(Cc1nc2ccccc2c(=O)[nH]1)C(=O)c1cccc(S(=O)(=O)N2CCc3ccccc32)c1 returned GSK3 alpha inh -1.1.
`CN(CC(=O)NCC(=O)Nc1ccc(F)cc1)C1CCS(=O)(=O)C1` (stereo not given) gave GSK3 alpha inh 2.0.
For COc1ccc(C(=O)OCC(=O)NC2CC2)cc1S(=O)(=O)Nc1ccc(C)cc1 the results were GSK3 alpha inh -0.2.
For CC(=O)Nc1ccc(S(=O)(=O)NCCC(=O)NC(C)c2cccs2)cc1 (stereo not given) the results were GSK3 alpha inh 0.4.
Screening Cc1nc(SCC(=O)c2c(N)n(C3CC3)c(=O)[nH]c2=O)[nH]c(=O)c1CCO returned GSK3 alpha inh -0.8.

Pulled one by one from the list above:
For O=C(NCc1ccccn1)c1cccc(S(=O)(=O)Nc2ccccc2Cl)c1 the results were GSK3 alpha inh -1.6.
O=C(CSc1nccc(=O)[nH]1)NC1CCCCCCC1 was read as GSK3 alpha inh -0.8.

More results
Screening COc1ccccc1-c1nnc(SCC(=O)c2c(N)n(C3CC3)c(=O)[nH]c2=O)o1 returned GSK3 alpha inh 0.7.
Cc1ccc(Cn2nc(C)c(C(=O)N3CCN(S(=O)(=O)/C=C/c4ccccc4)CC3)c2C)cc1 was read as GSK3 alpha inh -2.5.
For Nc1c(C(=O)CSc2nc3ccccc3o2)c(=O)[nH]c(=O)n1C1CC1 the results were GSK3 alpha inh -0.9.
`CCCCN(C(=O)C1CC(=O)N(c2ccc3c(c2)OCCO3)C1)c1c(N)n(CCC)c(=O)[nH]c1=O` (stereo not given) gave GSK3 alpha inh -0.3.
CCN(CC(=O)Nc1c(F)cccc1F)C(=O)Cc1c(C)nc2ccccc2c1C was read as GSK3 alpha inh -2.0.
